Source: PubChem BioAssay
Neddylation inh = blocks human cullin neddylation | P61081+Q13564 | TR-FRET cullin neddylation, biochemical | calls only at 25 µM | actives 0.58% (n = 360,000) | AID 651699; in the data active = inhibition above about 36%
MLLE-PAM2 inh = blocks PAM2 peptide binding to the PABP1 MLLE domain; inhibition, % at 20 µM; AID 588489; GST-MLLE / FITC-PAM2 fluorescence polarization; P11940; actives 0.36% (n = 360,000); in the data active = inhibition above about 35%, passing the limit was not always enough;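 note: plate controls were DMSO wells with GST-MLLE for no effect and wells lacking GST-MLLE protein for full effect; some results filed as inactive read as strong as hits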
Rin1 Abl inh = inhibitors of human Rin1-Abl protein interaction. P00519+Q13671. TR-FRET Rin1/Abl binding, biochemical. inhibition, % at 7.35 µM. actives 0.4% (n = 360,000). AID 588664; in the data active = inhibition above about 5%, passing the limit was not always enough
NadD block = inhibitors of Staphylococcus aureus NadD; purified NadD enzyme, colorimetric absorbance read-out; inhibition, % at 20 µM; actives 0.78% (n = 360,000); in the data active = inhibition above about 26%; note: some compounds past the cut are filed as inactive
CSN deneddyl inh = inhibitors of human CSN-mediated cullin deneddylation | Purified CSN, SCF-Nedd8-OG deneddylation, fluorescence polarization | inhibition, % at 12.5 µM | actives 0.38% (n = 360,000) | AID 651999;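 active = pattern-corrected inhibition above about 35%, with an unprinted fluorescence ratio check between 0.5 and 1.5, limit read from the data, passing the limit was not always enough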;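 note: 0% = enzyme with substrate and 100% = substrate without enzyme; some results filed as inactive read as strong as hits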
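assay system = purified human Csn5 enzyme expressed in HEK293T cells | amount = 0.24 nM enzyme | buffer or medium = Tris/NaCl/DTT buffer, pH 7.5 | reagent = 10 nM SCFSkp2-Nedd8OG | compound = one concentration, 12.5 µM, 0.25% DMSO | times = 90 min reaction at room temperature | signal = FP | read-out basis = % inhibition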
Rpn11 block = Rpn11 (human) deubiquitinase inhibition; human 26S proteasome, Ub4-pepOG fluorescence polarization; 20S core pre-blocked with epoxomicin; calls only at 20 µM; actives 0.59% (n = 360,000); AID 588493;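 active = inhibition at 20 µM, scaled to each plate's controls, above about 33%, limit read from the data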
MT1-MMP act inh = blocks activation of human MT1-MMP | HT1080 RFP-PRO-GFP cells, GFP/RFP ratio fluorescence, overnight; percent of plate control window, DMSO zero | P50281 | actives 0.061% (n = 360,000) | GFP/RFP ratio change, % at 20 µM;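 active = GFP/RFP ratio change of at least 30% with cell ATP level not reduced by more than half and red fluorescence within 50% of control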; note: strong numbers were not always called active
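Compound: 20 µM single dose, 1% DMSO / System: HT1080 RFP-PRO-GFP cells / Controls: DMSO and RFP-L50D-GFP cell wells / Read-out basis: GFP/RFP fluorescence ratio / Schedule: overnight compound exposure at 37 °C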
FAS-TE inh = blocks the thioesterase domain of human fatty acid synthase. actives 0.67% (n = 360,000). recombinant FAS-TE, OMFH fluorogenic substrate, fluorescence endpoint. inhibition, % at 15 µM;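 active = compounds whose normalised, plate-corrected inhibition of enzyme fluorescence in the single-dose primary screen is 50% or more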;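 note: 0% = DMSO with enzyme and 100% = substrate without enzyme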
SKN-1 block = blocks SKN-1 activity in C. elegans; AID 624304; actives 0.49% (n = 360,000); inhibition, % at 21.8 µM; C. elegans VP596 Pgst-4::GFP/RFP ratio, acrylamide-induced, 24 h;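 active = interference check ratio from 0.5 to 1.5 plus GFP to RFP signal ratio inhibition reaching or exceeding a fixed threshold, cut at about 30% in these data, passing the limit was not always enough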; note: some compounds called inactive have numbers as strong as hits
The depositor's hits bear a star; i = inactive; . = no result given; + = active, no number.

SMILES	Neddylation inh	MLLE-PAM2 inh	Rin1 Abl inh	NadD block	CSN deneddyl inh	Rpn11 block	MT1-MMP act inh	FAS-TE inh	SKN-1 block
Cc1ccc(NC(=O)C2CCN(c3nc(C)cc(C)n3)CC2)cc1	i	-3	3	6	4	i	0	2	14
Cc1ccc(-n2c(CSc3nc(C)cc(C)n3)nnc2SCC(=O)N2CCCC2)cc1	i	11	-1	-1	-2	i	1	-7	25
Cc1cc2cc(CNC(=O)c3ccc4c(c3)OCO4)ccc2[nH]1	i	29	5	19	2	i	14	-4	19
CCCC/C(O)=C1\C(=O)CC(C)(C)CC1=NCCCCCC(=O)O	i	-5	1	-3	-5	i	1	-5	5
c1ccc(SCc2cc(-c3ccccc3)no2)cc1	i	1	1	-14	12	i	-4	24	55*
CC(=O)Nc1ccc(-c2cc(-c3ccc(NC(C)=O)cc3)nc(-c3ccccc3)n2)cc1	i	-6	-3	-3	-1	i	-1	-1	4
O=C1c2ccccc2C(Nc2ccc(F)c(Cl)c2)N1c1ccccn1 (stereo not given)	i	0	-5	-2	2	i	2	24	-4
Fc1ccc(C(c2nnnn2Cc2cccs2)N2CCN(C3CCCCC3)CC2)cc1 (stereo not given)	i	-10	-1	-4	3	i	6	-2	12
NC1=C([N+](=O)[O-])C(c2ccccc2)C2=C(CCCC2=O)O1 (stereo not given)	i	-51	-5	0	-3	i	0	-10	-13
O=C(Nc1ccc2c(c1)OCCO2)c1cnccn1	i	-7	-2	-1	-3	i	5	-5	-1
Oc1ccc(/C=N/n2c(C3CCCCC3)n[nH]c2=S)c(O)c1	i	-30	4	-1	6	i	3	-2	-6
CC1(C)CC(C2N3CC4(C)CN2CC(C)(C3)C4=O)CCO1 (stereo not given)	i	-5	2	-6	2	i	2	-3	-1
CCOC(=O)c1c(-c2cccs2)csc1NC(C)=O	i	-8	-1	-4	-3	i	6	9	-2
FC(F)(F)c1cc(-c2ccco2)nc2ncnn12	.	0	2	-2	-1	i	7	-16	9
Nc1ncnc(Nc2cccc(Cl)c2Cl)n1	i	8	1	0	5	i	2	-6	9
CCC(C)(C)C1CCC2(CC1)NC(=O)N(CC(=O)N1CCN(C(=O)c3ccco3)CC1)C2=O (stereo not given)	i	6	-2	5	-3	i	2	-6	12
COc1ccccc1-c1cn(C(C)(C)C)nc1C	i	-5	2	-5	-2	i	1	-4	-2
NNC(=O)c1oc2nc(-c3ccccc3)cc(-c3ccccc3)c2c1N	+	3	0	31*	3	i	-32	1	23
CC(C)c1ccc(/C=N/NC(=O)CN(c2cccc(Cl)c2Cl)S(C)(=O)=O)cc1	i	-3	-1	-3	0	i	11	57*	1
Cc1ncoc1C(=O)Nc1ncc([N+](=O)[O-])s1	i	33	-3	0	6	i	-5	-4	-17
CCc1ccc2[nH]c(=O)c(CN(CCN(CC)CC)C(=O)NC3CCCCC3)cc2c1	i	4	-1	-3	-1	i	-4	-10	26
O=C(O/N=C1/CCCc2occc21)c1ccc(F)cc1	i	1	-1	-4	-9	i	-2	3	0
O=C(/C=C/c1cccs1)c1cc(F)ccc1OC(=O)N1CCOCC1	i	16	-1	0	-2	i	0	-1	-2
CC(C)(SC(=S)N1CCCCCC1)C(=O)O	i	11	-1	4	-5	i	-3	-8	7
O=C(Nc1ccccc1)c1ccccc1OCc1ccc(S(=O)(=O)N2CCOCC2)cc1	i	12	2	3	0	i	4	0	2
Cc1ccc(S(=O)(=O)N(C)c2ccc(C(=O)Nc3cccc(C)n3)cc2)cc1	i	7	0	-9	6	i	-4	15	4
CC(C)(C)c1ccc(C(=O)NCC(=O)N2CCC3(CC2)NCCc2[nH]cnc23)cc1	i	-9	-2	-3	-1	i	-1	-6	8
COc1ccc(S(=O)(=O)NCC(c2ccc(C)cc2)N2CCN(C)CC2)cc1OC (stereo not given)	i	6	0	-5	-2	i	-7	-6	-16
COc1ccc(S(=O)(=O)N2CCCCC2)cc1NC(=O)[C@@H]1CCCN1C(=O)c1cccs1	i	-1	-2	-3	1	i	8	-6	3
Cc1ccc(NC(=O)CSc2nc(=O)n(CCN3CCOCC3)c3c2CCCC3)cc1	i	13	5	4	-6	i	-5	-3	19
COc1ccc(CCN2C(=O)CCC2(C)C(=O)NCc2cccnc2)cc1OC (stereo not given)	i	-4	-1	1	-6	i	2	-8	3
CCOC(=O)n1c(=O)n(C)c2ccc(Cl)cc21	i	-6	4	1	-13	i	5	-1	-2
CCOC(=O)Cn1c(=O)oc2cc(S(=O)(=O)NCc3cccs3)ccc21	i	-4	-3	0	1	i	-1	2	-10
CC(=O)Nc1ccc(CN2C(=O)C(C)(C)ON=C2c2ccc(C(F)(F)F)cc2)cc1	i	1	1	-5	-3	i	1	-1	0
COc1ccccc1N1CCN(C(=O)c2cn(-c3ccccc3)nc2-c2cccnc2)CC1	i	2	-1	6	0	i	-2	3	7
COc1ccc(/C=C/C(=O)Nc2ccccc2)cc1OC	i	-5	-4	-3	-2	i	0	-2	8
CC(C)NC(=O)c1ccc2c(c1)nnn2C	i	-8	1	6	0	i	-5	-4	17
Cc1ccc(NC(=O)C(=O)c2c[nH]c3ccccc23)cc1	i	9	0	-6	4	i	6	-3	-12
COc1ccc2c(c1)CCCN2C(N)=Nc1ccc(Cl)cc1	i	1	-1	-2	-5	i	-2	-8	16
Cc1ccc(CNC(=O)c2cc(COc3c(F)cccc3F)on2)s1	i	5	-2	-6	0	i	2	13	-5
Cc1c(Br)c([N+](=O)[O-])nn1CC(=O)Nc1c(C)n(C)n(-c2ccccc2)c1=O	i	-7	-2	1	-3	i	-1	38	6
COc1cc([N+](=O)[O-])ccc1NC(=O)Nc1ccc(C(=O)N2CCCC2)cc1	i	-1	0	3	3	i	1	7	4
O=C(COC(=O)/C=C/c1ccccc1[N+](=O)[O-])NC1CC1	i	-5	-5	1	-4	i	0	-1	-1
CCOC(=O)c1c(-c2ccc(N(C)C)cc2)oc2c1C(OC)CC2 (stereo not given)	.	.	.	-2	-3	.	-2	4	3
O=C(COC(=O)CCC(=O)c1ccc(F)cc1)NCc1ccc(Cl)cc1	i	-1	3	-9	2	i	0	2	-5
C[C@@H]1CN([C@@H](C)CO)C(=O)CCCn2nncc2CO[C@@H]1CN(C)C(=O)Nc1ccc(-c2cccs2)cc1	i	8	-2	12	4	i	1	-5	-6
O=C(CSc1nc2ccccc2[nH]1)N1CCN(C(=O)c2ccco2)CC1	i	13	0	4	1	i	2	-4	2
Brc1ccc(-c2nnc3sc(CNC4CCCC4)cn23)cc1	i	-15	-69	-5	2	i	3	-2	-1
O=C(NCc1ccccc1)c1ccc(N2CCC3(CC2)CC(c2ccc(Cl)cc2)=NO3)c([N+](=O)[O-])c1	i	11	0	5	3	i	0	35	4
CCC(=O)N(CCc1ccccc1)Cc1cc2cc(C)ccc2[nH]c1=O	i	-14	-2	-2	2	i	-4	3	-1
Cc1ccsc1/C=N/NC(=O)c1nnn(-c2nonc2N)c1C(C)C	i	2	-4	0	7	i	0	4	-18
O[C@@H]1CN(Cc2cccs2)[C@@H](c2ccccc2)C[C@H]1n1cc(-c2ccc(F)cc2)nn1	i	-20	1	5	3	i	-3	16	2
Cn1c(Cn2nnc3ccccc32)nnc1SCC(=O)N1c2ccccc2Sc2ccccc21	i	-3	0	3	-1	i	3	-1	6
CC(C)COc1cccc(C(=O)NC2(C)CCS(=O)(=O)C2)c1 (stereo not given)	i	1	0	2	-2	i	-3	-5	21
O=C(CCCCCn1c(=O)[nH]c2ccsc2c1=O)NCc1ccc2c(c1)OCO2	i	3	-2	1	-5	i	3	-1	3
NC(=O)c1cc([N+](=O)[O-])ccc1N1CCCCC1	i	-16	-4	-3	0	i	3	-10	14
CCCOc1ccc(N2C(=O)CC(NCc3cccs3)C2=O)cc1 (stereo not given)	i	-13	-2	-2	3	i	3	-5	-14
CC(=O)C1=CN(CC2CCCCC2)CCC1=O	i	-1	2	1	-3	i	1	-6	-1
CCn1c(C(=O)NC(C)c2ccc3c(c2)OCCO3)cc2sccc21 (stereo not given)	i	3	2	-6	-3	i	6	28	6
CCNS(=O)(=O)c1ccc(CCC(=O)NCc2ccccc2)cc1	i	11	0	-5	-2	i	2	-6	5
(next part)
SMILES	Neddylation inh	MLLE-PAM2 inh	Rin1 Abl inh	NadD block	CSN deneddyl inh	Rpn11 block	MT1-MMP act inh	FAS-TE inh	SKN-1 block
Cc1ccc(Oc2ncccc2C(=O)NCC(=O)O)cc1	i	5	4	8	-2	i	0	-6	-9
C[C@H]1Cn2cnc(C(=O)Nc3ccccc3)c2C(=O)N1	i	-4	1	-3	-1	i	-5	-9	-4
Cc1cc(C(=O)NC2CCC(O)CC2)c(C)o1 (stereo not given)	i	-7	2	-3	89*	i	3	-3	8
O=C(NCCCNc1ccc([N+](=O)[O-])cc1)C(F)(F)F	i	14	-4	-7	-2	i	3	-2	13

16 of these compounds in another layout.
canonical_smiles,Neddylation inh,MLLE-PAM2 inh,Rin1 Abl inh,NadD block,CSN deneddyl inh,Rpn11 block,MT1-MMP act inh,FAS-TE inh,SKN-1 block
O=C(CSc1nc2ccccc2[nH]1)N1CCN(C(=O)c2ccco2)CC1,i,13,0,4,1,i,2,-4,2
Brc1ccc(-c2nnc3sc(CNC4CCCC4)cn23)cc1,i,-15,-69,-5,2,i,3,-2,-1
O=C(NCc1ccccc1)c1ccc(N2CCC3(CC2)CC(c2ccc(Cl)cc2)=NO3)c([N+](=O)[O-])c1,i,11,0,5,3,i,0,35,4
CCC(=O)N(CCc1ccccc1)Cc1cc2cc(C)ccc2[nH]c1=O,i,-14,-2,-2,2,i,-4,3,-1
Cc1ccsc1/C=N/NC(=O)c1nnn(-c2nonc2N)c1C(C)C,i,2,-4,0,7,i,0,4,-18
O[C@@H]1CN(Cc2cccs2)[C@@H](c2ccccc2)C[C@H]1n1cc(-c2ccc(F)cc2)nn1,i,-20,1,5,3,i,-3,16,2
Cn1c(Cn2nnc3ccccc32)nnc1SCC(=O)N1c2ccccc2Sc2ccccc21,i,-3,0,3,-1,i,3,-1,6
CC(C)COc1cccc(C(=O)NC2(C)CCS(=O)(=O)C2)c1 (stereo not given),i,1,0,2,-2,i,-3,-5,21
O=C(CCCCCn1c(=O)[nH]c2ccsc2c1=O)NCc1ccc2c(c1)OCO2,i,3,-2,1,-5,i,3,-1,3
NC(=O)c1cc([N+](=O)[O-])ccc1N1CCCCC1,i,-16,-4,-3,0,i,3,-10,14
CCCOc1ccc(N2C(=O)CC(NCc3cccs3)C2=O)cc1 (stereo not given),i,-13,-2,-2,3,i,3,-5,-14
CC(=O)C1=CN(CC2CCCCC2)CCC1=O,i,-1,2,1,-3,i,1,-6,-1
CCn1c(C(=O)NC(C)c2ccc3c(c2)OCCO3)cc2sccc21 (stereo not given),i,3,2,-6,-3,i,6,28,6
CCNS(=O)(=O)c1ccc(CCC(=O)NCc2ccccc2)cc1,i,11,0,-5,-2,i,2,-6,5
Cc1ccc(Oc2ncccc2C(=O)NCC(=O)O)cc1,i,5,4,8,-2,i,0,-6,-9
C[C@H]1Cn2cnc(C(=O)Nc3ccccc3)c2C(=O)N1,i,-4,1,-3,-1,i,-5,-9,-4
